TPT1 inh = C. albicans TPT1 enzyme inhibition; recombinant caTPT1, FP RNA substrate dephosphorylation; hit rate 0.81% among 300,000; AID 1962; inhibition, % at 5 µM;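 active = inhibition above the mean of all tested compounds plus 3 SD, set per screening campaign, cut at about 24% in these data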;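 also: plate controls were DMSO alone for no effect and ferristatin control at 100 nM for full effect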
EBNA-1 inhibitor = blocks EBNA-1 binding to DNA; EBNA-1 DNA binding, fluorescence polarization; inhibition, % at 14.8 µM; hit rate 0.34% among 300,000; in the data active = inhibition above about 28%
ZTA DNA inh = counter-screen for EBNA-1 inhibitors: inhibitors of Epstein-Barr virus ZTA; ZTA-DNA binding, fluorescence polarization; inhibition, % at 11 µM; P03206; hit rate 0.15% among 320,000; in the data active = inhibition above about 33%
Fh CTSL1 inh = cathepsin L1 inhibition, PFM18AAP counter-screen; AID 1906; hit rate 0.49% among 300,000; recombinant F. hepatica cathepsin L1, Z-Leu-Arg-MCA fluorescence; inhibition, % at 5.96 µM;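 active = inhibition above the mean of all tested compounds plus 3 SD, set per screening campaign, cut at about 17% in these data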;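 also: 0% = plate median of test compound wells and 100% = 1 µM Z-Phe-Ala-diazomethylketone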
PP5 primary = blocks human protein phosphatase 5 activity; inhibition, % at 6.7 µM; purified PP5c, OMFP substrate fluorescence; P53041; hit rate 0.18% among 320,000;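 active = inhibition above the campaign's mean inhibition across all tested compounds plus 3 SD, cut at about 9.5% in these data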;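 also: 0% = DMSO only and 100% = 100 µM cantharidin control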
Target sequence (P53041 whole entry, looked up): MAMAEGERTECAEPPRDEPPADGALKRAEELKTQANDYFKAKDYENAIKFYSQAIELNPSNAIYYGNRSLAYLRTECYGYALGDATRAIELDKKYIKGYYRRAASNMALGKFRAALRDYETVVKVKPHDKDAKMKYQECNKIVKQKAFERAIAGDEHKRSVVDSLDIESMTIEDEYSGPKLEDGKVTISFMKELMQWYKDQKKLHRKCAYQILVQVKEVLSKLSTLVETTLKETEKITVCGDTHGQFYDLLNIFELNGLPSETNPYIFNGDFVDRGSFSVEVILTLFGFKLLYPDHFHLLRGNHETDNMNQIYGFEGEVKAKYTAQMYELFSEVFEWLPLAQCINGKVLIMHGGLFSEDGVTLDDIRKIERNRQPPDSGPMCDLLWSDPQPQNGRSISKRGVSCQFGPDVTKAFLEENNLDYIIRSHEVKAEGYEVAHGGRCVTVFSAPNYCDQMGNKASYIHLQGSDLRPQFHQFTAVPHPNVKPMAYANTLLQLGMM
PP1 counter = counter-screen for PP5 inhibitors: inhibitors of human PP1-alpha. AID 2235. purified PP1alpha, OMFP fluorescence. P62136. hit rate 0.9% among 320,000. inhibition, % at 6.7 µM;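 active = inhibition above the mean inhibition of all tested compounds plus 3 SD, computed separately for each screening campaign, cut at about 15% in these data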
Target sequence (P62136 whole entry, looked up): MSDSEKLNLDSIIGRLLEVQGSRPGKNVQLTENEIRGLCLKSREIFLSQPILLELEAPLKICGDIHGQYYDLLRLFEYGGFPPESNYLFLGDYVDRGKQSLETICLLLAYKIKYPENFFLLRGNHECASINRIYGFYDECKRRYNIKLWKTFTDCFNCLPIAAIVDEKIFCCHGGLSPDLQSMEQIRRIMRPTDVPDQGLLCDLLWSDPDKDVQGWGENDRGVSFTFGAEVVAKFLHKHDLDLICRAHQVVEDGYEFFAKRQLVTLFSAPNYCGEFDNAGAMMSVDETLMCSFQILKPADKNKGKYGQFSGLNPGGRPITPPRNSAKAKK
Efflux pump mplx = inhibitors of Candida antifungal efflux pumps expressed in yeast. S. cerevisiae Candida pump triplex, Nile Red efflux. inhibition, % at 10 µM. hit rate 0.44% among 330,000. AID 485275;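 active = plate passing quality check with inhibition over a set limit, or well fluorescence over plate mean plus 4 SD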;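 also: Nile Red retained in pooled yeast measured as flow cytometry median fluorescence; 0% = buffer negative control and 100% = Enniatin B positive control; higher means more Nile Red kept so more efflux inhibition; some compounds called inactive have numbers as strong as hits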
PREPL inhibitor = inhibitors of human prolyl oligopeptidase-like enzyme PREPL | Q4J6C6 | recombinant PREPL, fluorescence polarization activity-based probe | inhibition, % at 5.96 µM | hit rate 0.68% among 320,000; in the data active = inhibition above about 43%;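 also: 0% = enzyme with DMSO and 100% = wells lacking enzyme; many of its hits are not listed in these tables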
HCV core dimer = blocks dimerization of HCV core protein; TR-FRET GST/Flag-core106 dimerization, 1536-well; inhibition, % at 5 µM; hit rate 0.33% among 300,000; AID 1899;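 active = inhibition above the mean of all tested compounds plus 3 SD, set per screening campaign, cut at about 45% in these data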
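Assay system: Tagged HCV core106 pair (GST and Flag) | Buffer or medium: KF-containing HEPES buffer, pH 7.45, DTT, CHAPS, BSA | Also added: Eu donor and XL665 acceptor anti-tag antibodies | Dosing: One concentration, 5 µM, in 0.5% DMSO | Timing: 4 h at 22.5 °C | Technique: TR-FRET 671 and 617 nm emission | Repeats: Singlicate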
Active calls of the source: *; · = no result given.

molecule	TPT1 inh	EBNA-1 inhibitor	ZTA DNA inh	Fh CTSL1 inh	PP5 primary	PP1 counter	Efflux pump mplx	PREPL inhibitor	HCV core dimer
COc1ccc(C(=O)NNC(=O)CCn2nnc(-c3ccc(Cl)cc3)n2)cc1OC	-1	-9	7	-3	1.6	0	0.0	-11	-2
CN(C)/C=C1/NC(=S)NC1=O	0	-6	-28	14	-1.2	-3	-0.4	6	-4
O=C(c1nnc(Cc2ccc(Cl)cc2)o1)N1CCOCC1	-2	0	-11	-1	-0.9	0	-0.3	-2	-12
O=C(CSCc1cc(=O)n2nc(C3CC3)sc2n1)Nc1ccccc1Cl	-4	8	1	2	1.5	-2	-0.3	12	-9
Cc1onc(C(=O)NN)c1C(=O)N1CCN(C(c2ccccc2)c2ccccc2)CC1	-9	9	0	-2	-1.1	0	0.3	9	22
O=C(Nc1nnc(C2CC2)s1)c1ccc(Cl)c(S(=O)(=O)N2CCc3ccccc3C2)c1	1	-3	-4	2	4.5	20*	-0.1	-3	-2
CC(OC(=O)c1ccccc1NCCO)C(=O)Nc1ccnn1C(C)C (centres undefined)	·	·	-5	·	0.3	-1	0.2	-2	·
NC(=O)[C@H]1CC2(CC(c3cccc(NC(=O)COc4ccc(Cl)cc4)c3)=NO2)CN1C(=O)CC(c1ccccc1)c1ccccc1 (some centres undefined)	-6	-1	4	-1	5.5	11	-0.1	19	31
CCOC(=O)c1cc(OCC(=O)NC(C)C(C)C)cc(C(=O)OCC)c1 (centres undefined)	0	0	7	1	0.9	4	0.2	-1	-5
O=C1Nc2ccccc2/C1=C\c1cccn1-c1ccc(OC(F)(F)F)cc1	-5	-1	-9	4	3.9	-2	-0.1	18	3
O=C1C2Sc3[nH]c(=O)sc3C(c3ccccc3)C2C(=O)N1c1ccccc1 (centres undefined)	-5	-8	12	1	-2.4	0	-0.1	-6	1
COc1cc(NC(=O)CSc2nc(C3CC3)nc3ccccc23)cc(OC)c1	0	-7	-8	-1	1.4	19*	0.1	0	12
NCCCC[C@@H]1NC(=O)[C@H](CCC(=O)O)NC(=O)c2cc([N+](=O)[O-])cc(I)c2NCC[C@@H](C(N)=O)NC1=O	3	-3	-13	3	4.3	6	0.0	0	-1
O=C(O)C1=C[C@@H](c2csc3ccccc23)C[C@@H](OCc2ccc(CO)cc2)O1	0	5	5	-2	3.0	4	-0.1	-5	8
O=C(NCc1ccc(F)cc1F)Nc1cnccc1C(F)(F)F	1	5	0	2	-0.5	-1	0.1	6	-36
O=C(NCCCN1CCOCC1)C(=O)NCC1OCCCN1S(=O)(=O)c1cc(F)ccc1F (centres undefined)	-4	-1	2	5	3.0	-3	-0.2	4	0
O=c1[nH]c(/C(=N\O)c2ccccc2)no1	0	-7	15	0	-3.0	-3	-0.1	-9	-11
C=CCSc1nc2ccccc2n1C(=O)/C=C/c1cc(OC)c(OC)c(OC)c1	1	-13	-18	-2	2.5	-1	0.5	11	0
CCN(CC)C(=O)CCc1nnc(Cc2cccc(C(F)(F)F)c2)o1	-4	-1	3	1	1.6	-4	-0.1	4	0
O=C(O)c1ccc(OCCn2ccnc2)cc1	-5	-3	-5	-3	0.1	-2	0.0	-3	6
O=C1c2cc(Cl)ccc2OC2(CCNCC2)C12CC(c1ccccc1)=NO2 (centres undefined)	-1	6	-14	4	1.8	4	-0.1	-13	-25
COc1ccc([N+](=O)[O-])cc1NC(=O)C1CCCO1 (centres undefined)	-6	9	-14	-2	-0.7	-1	-0.2	-8	-3
COc1ccccc1-c1n[nH]c(=S)o1	-3	7	-1	-4	-2.9	0	0.0	3	-3
O=C(O)C/C(=C\c1cc(Br)cs1)c1nc2ccccc2o1	2	18	-2	5	-1.4	-1	-0.1	-1	9
O=C(Cc1ccc(Cl)cc1)Nc1nc2ccccc2[nH]1	-3	6	11	7	-1.2	-2	-0.1	1	2

Copied from the list.
ZTA DNA inh, O=C1Nc2ccccc2/C1=C\c1cccn1-c1ccc(OC(F)(F)F)cc1 reads -9
EBNA-1 inhibitor, O=C(CSCc1cc(=O)n2nc(C3CC3)sc2n1)Nc1ccccc1Cl reads 8
EBNA-1 inhibitor, O=c1[nH]c(/C(=N\O)c2ccccc2)no1 reads -7

(cont.)
molecule	TPT1 inh	EBNA-1 inhibitor	ZTA DNA inh	Fh CTSL1 inh	PP5 primary	PP1 counter	Efflux pump mplx	PREPL inhibitor	HCV core dimer
Cc1ccc2nc(N3C(=O)C(O)=C(C(=O)c4ccco4)C3c3cccs3)sc2c1 (centres undefined)	2	21	8	7	2.7	28*	0.1	31	-9
COc1cc2sc3ccc(C#CC4(O)CCCCC4)cc3c(=O)c2cc1OC	0	-5	-9	3	6.0	5	0.2	-3	18
Cn1c(-c2cccc(Br)c2)n[nH]c1=O	5	-10	-6	-2	1.8	0	0.2	9	2
Cc1[nH]c(=O)c(C#N)c2c1CSC(C)(C)C2	1	-2	12	1	-0.6	-4	-0.3	7	2
O=C1CCCN1c1ccc(S(=O)(=O)NCCOc2ccccc2)cc1	-10	11	-8	4	0.4	-2	-0.1	-10	-5
CC(Oc1ccc(-n2cnnn2)cc1)C(=O)O (centres undefined)	-6	4	-6	-4	2.5	2	0.0	-10	-2
CCOC(=O)c1ccc(NC(=S)N2CCN(C(=O)C3CCCO3)CC2)cc1 (centres undefined)	-5	0	2	3	1.0	-1	-0.2	17	-9
COc1ccc(-n2c(COc3ccc(C)cc3)nnc2SCC(=O)O)cc1	2	-8	-4	-8	0.9	3	0.3	-37	8
Cc1ccc(S(=O)(=O)N2CCCC2C(=O)NC2=NCCS2)cc1 (centres undefined)	-4	-2	-20	-3	2.2	0	0.1	4	1
CCOC(=O)N1CCN(CC(=O)Nc2ccc(OC)cc2)CC1	-1	-3	-6	-2	3.7	-5	0.1	6	-2
COc1ccc(S(=O)(=O)N(CC(=O)N2CCOCC2)Cc2ccccc2)cc1C	0	-7	-4	0	2.8	0	0.2	-1	1
CN(C)C(=O)c1cc(F)ccc1Sc1cc(Cl)ccc1Cl	3	3	4	3	-0.3	-1	-0.4	4	-1
COc1cccc(NC(=O)Nc2cc(C(=O)O)ccc2C)c1	1	-1	5	-4	2.4	-3	0.0	3	3
COc1ccc(/C=N/NC(=O)C(C)n2cnc3ccccc3c2=O)cc1 (centres undefined)	-2	-4	-3	-2	-0.3	-2	-0.3	-4	-3
O=c1c(-c2ccccc2)coc2cc(O)ccc12	1	-5	1	-1	5.7	-3	0.2	9	-6
Cc1cccc(C(=O)Nc2ccc(NC(=O)CN3CCOCC3)cc2)c1	-1	-3	0	1	-3.4	-3	0.0	-7	2
O=C(O)CN(c1ccc2c(c1)OCCO2)S(=O)(=O)c1ccccc1	-1	-9	7	-3	1.6	-4	0.2	9	4
CCOC(=O)CSC1=C(C#N)C(c2ccccc2OCC)C(C(=O)OCC)C(=O)N1 (centres undefined)	0	-5	4	3	1.2	1	0.1	-2	2
Cc1ccc2nc(Cl)c(/C=N/n3c(C)nnc3C)cc2c1	-1	-8	0	-6	-0.8	14	0.9	9	0
C=C(C)Cn1c(COc2ccccc2)nnc1SCC(=O)O	-5	-3	7	3	-2.1	-4	0.0	-4	0
CC1(C)OC(=O)C(C(c2ccccc2)C(C#N)C(N)=O)=C(O)O1 (centres undefined)	2	0	-4	-3	0.8	3	0.0	10	-3
COc1ccccc1C(=O)N(Cc1ccccc1)c1ccc(C)cc1	0	4	6	4	2.2	3	-0.5	7	3
COc1ccc(Cn2c(=O)[nH]c3cc(OC)c(OC)cc3c2=O)cc1	-3	2	7	-2	-0.3	-4	0.0	-2	5
COc1ccc2c(c1)CCc1c-2n[nH]c1C(=O)NCCC(C)C	-2	3	11	-2	2.0	1	0.1	7	12
COc1cccc(/C=C2\Oc3ccc(O)cc3C2=O)c1O	49*	-17	-9	0	1.9	-5	0.6	9	-23
Cn1nnnc1N=N/C(=N/Nc1ccccc1)c1ccccc1	0	-4	8	2	2.1	0	-0.2	13	2
CCC(=O)N1CCc2cc(S(=O)(=O)CCC(=O)NCc3ccc4c(c3)OCO4)ccc21	-3	-4	-15	-2	1.9	-6	0.0	1	1
CN1CCN(Cc2nc3cc(NC(=O)COc4ccc([N+](=O)[O-])cc4)ccc3n2C)CC1	-3	-9	-16	2	2.4	-5	0.1	26	-15
CC1CCC2(CC1)C(Nc1cccc(Cl)c1)=NC(=S)N2CC#N (centres undefined)	-10	-3	-14	6	3.5	5	0.1	21	5
CSc1cc(-c2ccccc2)n(Cc2c(Cl)cccc2Cl)c(=O)c1C#N	5	4	0	0	1.0	0	0.3	-8	1
CCN1CCN(C(=O)c2ccc3nc(-c4ccccc4)c(-c4ccccc4)nc3c2)CC1	2	9	18	6	1.7	3	-0.1	-9	9
O=C(O)c1cc(O)ccc1NC(=O)C1CCCO1 (centres undefined)	3	6	5	1	-5.0	-1	0.3	7	-8
O=C(COC(=O)/C=C/c1ccc(OC(F)F)cc1)Nc1ccc(N2CCOCC2)cc1	-2	-7	8	-1	-1.6	1	-0.3	13	-3
COC(=O)c1c(NC(NC(=O)c2ccccc2)(C(F)(F)F)C(F)(F)F)sc2c1CCN(C)C2	-1	-2	10	-5	0.1	-2	0.1	0	3
O=S(=O)(c1ccc(OCC(O)CN2CCc3ccccc3C2)cc1)N1CCOCC1 (centres undefined)	2	-9	14	-3	-0.2	1	0.3	5	6

An excerpt from above, reduced to Fh CTSL1 inh and PP5 primary.
molecule | Fh CTSL1 inh | PP5 primary
CCC(=O)N1CCc2cc(S(=O)(=O)CCC(=O)NCc3ccc4c(c3)OCO4)ccc21 | -2 | 1.9
CN1CCN(Cc2nc3cc(NC(=O)COc4ccc([N+](=O)[O-])cc4)ccc3n2C)CC1 | 2 | 2.4

An excerpt from above in order of their number in HCV core dimer, ascending:
canonical_smiles | TPT1 inh | EBNA-1 inhibitor | PP5 primary | Efflux pump mplx | PREPL inhibitor | HCV core dimer
CN1CCN(Cc2nc3cc(NC(=O)COc4ccc([N+](=O)[O-])cc4)ccc3n2C)CC1 | -3 | -9 | 2.4 | 0.1 | 26 | -15
O=C(COC(=O)/C=C/c1ccc(OC(F)F)cc1)Nc1ccc(N2CCOCC2)cc1 | -2 | -7 | -1.6 | -0.3 | 13 | -3
CCC(=O)N1CCc2cc(S(=O)(=O)CCC(=O)NCc3ccc4c(c3)OCO4)ccc21 | -3 | -4 | 1.9 | 0.0 | 1 | 1
Cn1nnnc1N=N/C(=N/Nc1ccccc1)c1ccccc1 | 0 | -4 | 2.1 | -0.2 | 13 | 2
COC(=O)c1c(NC(NC(=O)c2ccccc2)(C(F)(F)F)C(F)(F)F)sc2c1CCN(C)C2 | -1 | -2 | 0.1 | 0.1 | 0 | 3

A portion of the library; the hit share may differ from the screen's.
